# High-throughput results deposited in PubChem BioAssay by National Center for Advancing Translational Sciences (NCATS).
# Glioma ERSR ind – qHTS for Inducers of the Endoplasmic Reticulum Stress Response (ERSR) in Human Glioma: qHTS; U87-MG GRP78 promoter luciferase reporter, 16 h; 420,000 tested, 0.02% active; AID 602332, 2012; Potency, µM, for inactives: at the top dose activation, actives largely listed as activators; note: potency is the fitted concentration of half-maximal effect; series mostly up to about 76 µM; % of control where 0% means no effect; nearly all actives have a fitted effect of over 35% in size
#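 Stably transfected U87-MG human glioma cells carrying a GRP78-based luminescent sensor were seeded at 1000 cells/well, pin-dosed with compounds and incubated 16 h. Luciferase reagent was then added, and end-point luminescence was read after 10 min at room temperature.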
# Vif-APOBEC3F blk – qHTS for Inhibitors of Vif-A3F Interactions: qHTS; HeLa A3F-eYFP + Vif (tagged APOBEC3F with the HIV-1 protein that degrades it), YFP fluorescence increase; Potency, µM (top dose mostly 46.1 µM), inactives show at the highest dose activity, negative = active; 390,000 tested, 0.2% active; AID 602313, 2012; note: potency is the fitted concentration of half-maximal effect; % of control where 0% means no effect; nearly all actives have a fitted effect of over 65% in size
#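 Fluorescence increase (Ex 488/Em 500-530) after overnight compound treatment at 37 deg C flags inhibition of Vif-driven A3F-eYFP loss in stable HeLa A3F-eYFP/Vif cells seeded overnight beforehand.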
# D2 ag – HTS Assay for Allosteric Agonists of the Human D2 Dopamine Receptor: Primary Screen for Agonists; HEK293 T-REx D2 cells, calcium flux agonist mode; activation, % at 2 µM; 340,000 tested, 0.53% active; AID 485358, 2010;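 active = activation over 3 SD above normal in the single-dose calcium agonist read, cut at about 30% in these data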; note: 0% is about no effect
#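 In this primary screen, compounds producing a positive calcium signal within 180 s of addition to tetracycline-induced, force-coupled HEK293 Trex D2 cells are flagged; cells are dye-loaded with a no-wash calcium kit beforehand.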
# LDHA inh – qHTS assay for inhibitors of human lactate dehydrogenase; L-lactate dehydrogenase A chain (Homo sapiens), P00338; purified LDHA, NADH/diaphorase-resazurin fluorescence; stronger effect = lower value; activity change, % (values are at about 110 or 230 µM); 480,000 tested, 0.15% active; in the data active = activity change below about -30%; inconclusive = mostly about -25% to -30%;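 note: plate controls were DMSO wells for no effect and wells without enzyme for full effect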
#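 Enzyme activity of human lactate dehydrogenase 5 (2 nM; 0.06 mM NADH, 0.2 mM pyruvate, 5 min, RT) is measured via a resazurin/diaphorase fluorescence readout of residual NADH.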
# D2 antag – HTS Assay for Allosteric Antagonists of the Human D2 Dopamine Receptor: Primary Screen for Antagonists; inhibition, % at 10 µM; 340,000 tested, 2% active; AID 485344, 2010; D(2) dopamine receptor (Homo sapiens), P14416; HEK293 TREx D2 cells, calcium flux, dopamine EC80; in the data active = inhibition above about 30%; note: 0% is about no effect
#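 Measurement of antagonist activity uses fluorescent calcium dye in inducible HEK293 T-REx D2 cells: 10 s baseline, compound addition with 180 s read, EC80 dopamine addition with a further 180 s read.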
# RGS4 inhibitor – Inhibitors of Regulator of G Protein Signaling (RGS) 4: qHTS; 390,000 tested, 0.039% active; AID 504845, 2011; Potency, µM (titrated, usually from 114 µM), without a hit: at the highest dose activity change, negative = inhibition, actives largely listed as inhibitors; Transcreener GDP fluorescence polarization, RGS4-accelerated GTP hydrolysis; note: potency is the fitted concentration of half-maximal effect; % is set by controls: 0 for no effect and ±100 for the full control effect; nearly all actives have a fitted effect of over 75% in size; some results filed as inactive show a strong effect at the top dose
# Target sequence (P49798 whole entry, looked up): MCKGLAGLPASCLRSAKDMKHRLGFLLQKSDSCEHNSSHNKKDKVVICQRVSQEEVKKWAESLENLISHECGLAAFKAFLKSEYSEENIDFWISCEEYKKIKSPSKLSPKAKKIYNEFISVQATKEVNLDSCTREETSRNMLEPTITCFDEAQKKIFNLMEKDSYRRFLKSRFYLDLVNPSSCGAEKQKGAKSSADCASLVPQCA
#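 MLSMR compounds (23 nl, pin-transferred) preincubated 10 min at room temperature with a 500nM (2x) first reagent, then RGS4 at 900nM (2x) plus Transcreener GDP mix added; fluorescence polarization (620/688 nm) read before and after 90 min at 30 °C.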
# ERG-DNA inh – qHTS for Small Molecule Inhibitors of the ERG Ets/DNA interaction; Transcriptional regulator ERG (Homo sapiens), P11308; fluorescence polarization, His-ERG Ets domain / labelled DNA; Potency, µM (doses to about 76.9 µM), inactives show top-dose FP activity, negative = inhibition, most hits filed as inhibitors; 370,000 tested, 0.028% active; AID 624246, 2012; active = well fitted inhibition curve with a large enough effect in the polarisation, with a control signal flat; inconclusive = small, poorly fitted or top-dose-only effect, or effect the other way, or a change in a side signal; inactive = no such curve, though single readings can be large or run the other way; the % refers to the polarisation;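 note: polarization taken with two DNA probes labelled with fluorescein and Texas red; potency is the fitted concentration of half-maximal effect; % of control where 0% means no effect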
# Target sequence (P11308 whole entry, looked up, the tested form may be a part): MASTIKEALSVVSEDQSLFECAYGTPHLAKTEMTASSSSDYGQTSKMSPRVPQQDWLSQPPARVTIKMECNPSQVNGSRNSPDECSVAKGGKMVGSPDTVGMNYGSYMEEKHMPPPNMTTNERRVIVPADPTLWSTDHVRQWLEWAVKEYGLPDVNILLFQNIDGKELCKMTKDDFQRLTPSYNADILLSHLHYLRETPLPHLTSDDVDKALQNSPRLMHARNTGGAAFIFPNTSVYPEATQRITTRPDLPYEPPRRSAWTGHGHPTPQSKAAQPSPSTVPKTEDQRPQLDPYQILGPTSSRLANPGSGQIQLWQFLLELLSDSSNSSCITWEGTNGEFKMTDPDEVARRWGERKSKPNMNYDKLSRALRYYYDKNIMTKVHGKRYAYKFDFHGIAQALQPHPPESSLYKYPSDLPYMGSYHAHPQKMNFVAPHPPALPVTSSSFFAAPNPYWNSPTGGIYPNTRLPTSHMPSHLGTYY
#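 His-tagged ERG Ets domain (1 uM in the protein solution; 300mM KCl, 50mM Tris-HCl, 1mM EDTA, 1mM DTT, pH 7.5) received compound, then a probe mix of 5 nM fluorescein-DNA and 100nM Texas-615-DNA. Fluorescence polarization was read for both dyes.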
# 12-LOX inh – Primary qHTS assay for inhibitors of human arachidonate 12S-lipoxygenase (ALOX12): Round 2 | Polyunsaturated fatty acid lipoxygenase ALOX12 (Homo sapiens), P18054 | purified 12hLO, xylenol orange hydroperoxide absorbance | Potency, µM (doses to about 108 µM), without a hit: at the top dose activity change, negative = inhibition, usual class: inhibitors | 580,000 tested, 1.1% active; note: potency is the fitted concentration of half-maximal effect; % is set by controls: 0 for no effect and ±100 for the full control effect
#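 Purified human 12hLO at 150 nM in 25 mM Hepes, 0.01% Triton X-100, pH 7.0, preincubated 15 min at room temperature with compound. Reaction started with 40 uM arachidonic acid, 30 min at room temperature. Hydroperoxide measured by Fe-xylenol orange, 573/405 nm absorbance ratio.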
# Vif-APOBEC3G blk – qHTS for Inhibitors of Vif-A3G Interactions: qHTS | 410,000 tested, 0.076% active | AID 602310, 2012 | HeLa A3G-eYFP + Vif (tagged APOBEC3G with the HIV-1 protein that degrades it), YFP fluorescence, overnight | Potency, µM (top dose mostly 46.1 µM), for inactives: at the highest dose activity, negative = active, hits mostly inhibitors | DNA dC->dU-editing enzyme APOBEC-3G (Homo sapiens), Q9HC16;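 note: potency is the fitted concentration of half-maximal effect; % is set by controls: 0 for no effect and ±100 for the full control effect; nearly all actives have a fitted effect of over 60% in size; hits raise eYFP signal because A3G escapes Vif-driven loss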
# Target sequence (Q9HC16 whole entry, looked up): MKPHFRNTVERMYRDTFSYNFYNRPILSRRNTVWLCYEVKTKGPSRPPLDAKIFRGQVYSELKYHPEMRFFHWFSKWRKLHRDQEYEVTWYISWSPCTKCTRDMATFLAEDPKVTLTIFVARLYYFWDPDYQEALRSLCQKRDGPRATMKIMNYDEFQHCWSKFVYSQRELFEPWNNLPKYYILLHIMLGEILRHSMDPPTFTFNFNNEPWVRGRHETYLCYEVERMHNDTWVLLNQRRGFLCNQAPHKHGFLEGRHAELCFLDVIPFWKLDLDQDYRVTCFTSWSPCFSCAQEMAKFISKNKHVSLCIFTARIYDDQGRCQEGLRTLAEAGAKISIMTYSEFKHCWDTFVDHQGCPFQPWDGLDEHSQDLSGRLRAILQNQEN
#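 HeLa cells stably expressing Vif and C-terminally eYFP-tagged A3G, seeded overnight at 37 deg C, then exposed to compound by pintool overnight at 37 deg C. Rise in yellow fluorescence (Ex 488/Em 500-530, Acumen) marks blocked Vif-driven A3G degradation.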
# The depositor's hits bear a star; u = inconclusive; x = no result given; & = joins results of further samples; [ ] = another dose, or the depositor's remark. Unless noted, calls come from the whole dose curve; as a rule, active = well fitted curve in the direction sought with a large enough effect; inconclusive = small, poorly fitted or top-dose-only effect, or another doubt; inactive = no such curve, though single readings can be large; an effect the other way counts as inactive or inconclusive. The list is partial. The share of hits here may be higher or lower than overall.
SMILES,Glioma ERSR ind,Vif-APOBEC3F blk,D2 ag,LDHA inh,D2 antag,RGS4 inhibitor,ERG-DNA inh,12-LOX inh,Vif-APOBEC3G blk
CCN(CC)CCCNC(=O)CCCn1c(=O)[nH]c2ccc(Br)cc2c1=O,0%,-1%,0.0,-1,x,14%,10%,-1%,-5%
O=Cc1ccc(-n2nncc2-c2ccc([N+](=O)[O-])cc2)cc1,-2%,-1%,0.6,-9,3,-26%,-8%,-1%,1%
CC(C)N(Cc1ccccc1)S(=O)(=O)N(C)C,-5%,-12%,-1.0,-1,-9,2%,2%,-15%,-1%
O=C(NCc1ccco1)c1cc2cc3ccc(Cl)cc3nc2o1,-9%,2%,-2.2,-4,-24,u,9%,u,-6%
COc1ccc2c(c1)-c1ccccc1S(=O)(=O)N2C(C)=O,0%,4%,-0.2,-7,-3,-17%,2%,u,0%
Cn1nnnc1SCC(=O)N1c2ccccc2Sc2ccc(Cl)cc21,-5%,-4%,0.0,-6,12,7%[11.4 µM],2%,0%,-1%
CCOc1ccc(-c2cn3ccccc3n2)cc1,-15%,2%,-1.6,1,10,8%,1%,-1%,-6%
CCOP(=O)(OCC)c1nc(-c2cccc([N+](=O)[O-])c2)oc1N1CCCCC1,-3%,-1%,x,2,x,-12%,4%,0%,-2%
c1cn(CC2(Cn3ccnc3)COC2)cn1,3%,3%,-0.2,-1,-13,-13%[11.4 µM],-3%,0%,-1%
CCOC(=O)C1CCCN(c2c(C(=O)c3ccccc3)cnc3ccc(F)cc23)C1 (configuration not stated),-2%,8%,-0.4,-2,x,20%,0%,u,5%
O=C(Nc1ccc(F)cc1)c1ccccc1NS(=O)(=O)N1CCCC1,-4%,13%,0.1,-8,19,16%,2%,8%,-2%
CCc1ccc(NC(=O)CN(c2cc(C)cc(C)c2)S(=O)(=O)c2c(C)[nH]c(=O)[nH]c2=O)cc1,-4%&4%,-1%&-1%,1.3&-0.4,-2&-7,0,-3%&-12%,-25%&9%,u,-6%&-1%
CCCn1c(=O)c(C(=O)NCc2ccco2)c(O)c2ccccc21,4%,1%,0.0,-4,-11,-2%,u,-12%,1%
Brc1ccc(C2CC(c3ccccc3)=Nc3ccccc3N2)cc1 (configuration not stated),1%,15%,-0.2,3,-7,-11%,15%,u,-9%
O=C(COC(=O)c1ccccc1C(=O)c1ccc(Cl)cc1)NC(c1ccccc1)c1ccccc1,-5%,-3%,0.0,-2,-18,51%,15%,-2%,-6%
CCCS(=O)(=O)c1c(S(=O)(=O)CCC)c2c(C)cccn2c1C(N)=O,0%,7%,0.2,-5,9,33%,1%,38%[activator],2%
CCc1ccccc1NC(=O)c1ccc2nc(N3CCOCC3)sc2c1,0%,-3%,-0.9,-7,9,4%,4%,27%,2%
CCN(CCn1cccn1)C(=O)CCc1nnc(C2(c3ccc(Cl)cc3)CCC2)o1,-5%,-9%,0.1,-6,11,13%,-5%,-13%,1%
O=C(CSC1=NCCN1)NC12CC3CC(CC(C3)C1)C2,-15%,-3%,0.3,-7,-3,-31%,-3%,1%,2%
CCOc1ccc(NC(=O)CN(C)S(=O)(=O)c2ccc(-c3ccc(=O)[nH]n3)s2)cc1,1%,-12%,-0.9,-2,6,-13%,3%,-4%,-11%
Cc1ccc2nc3c(c(C(=O)O)c2c1)CCC3,-1%,-10%,0.9,-5,7,20%,x,-20%,1%
O=C(C=Cc1ccccc1)CC(c1ccccc1)N1CCOCC1 (configuration not stated),-11%,-5%,x,-7,x,u,0%,-17%,u
O=C(CN1CCN(c2nc(-c3ccc(F)cc3)cs2)CC1)NCc1ccc2c(c1)OCO2,0%,1%,-0.5,4,4,8%,0%,-13%,2%
Cc1ccc(CNC(=O)C2CCN(Cc3nc(-c4ccccc4C)oc3C)CC2)cc1,-2%,-1%,0.4,-2,x,-8%,-14%,-14%,-2%
CCn1c(SCC(=O)N2CCCCC2)nnc1-c1ccc(S(=O)(=O)N2CCN(C)CC2)cc1,3%,1%,-0.8,-9,-14,21%,0%,-3%,0%

# Continued:
SMILES,Glioma ERSR ind,Vif-APOBEC3F blk,D2 ag,LDHA inh,D2 antag,RGS4 inhibitor,ERG-DNA inh,12-LOX inh,Vif-APOBEC3G blk
COc1ccc(NC(=O)/C=C/C(=O)O)cc1Cl,-5%,0%,-0.9,-4,-15,-21%,x,-24%,-1%
Cc1cc(C)n(-c2cc(C)c(C)cc2Br)n1,-2%,-21%,0.8,-1,-5,-2%,-8%,u,0%
O=C(NCCS(=O)(=O)N1CCN(c2ccc(F)cc2)CC1)C1CC(=O)N(c2ccc(F)cc2)C1 (configuration not stated),1%,3%,0.6,-1,x,2%,1%,u,-2%
Cc1ccc(NC(=O)CN2C(=O)S/C(=C\c3cc(C)n(-c4cccc(C(=O)O)c4)c3C)C2=O)cc1,-5%,1%,-1.1,-1,-15,13%,7%,u,3%
CCOc1cc(OCC)c(C(C)=O)cc1OCC,-3%,0%,-1.5,-6,5,-4%,-19%,6%,2%
COc1ccc2c(c1)Sc1ccccc1N2,1%,-6%,1.4,2,-1,-38%,8%,u,-6%
COCCCNC(=O)/C=C/c1cccc(Cl)c1,0%,0%,-0.1,-4,11,-14%,-6%,-9%,1%
CSc1ccc(CCNC(=O)CS(=O)(=O)Cc2nc(-c3ccccc3F)oc2C)cc1,-2%,7%,0.6,-6,-16,u,7%,-7%,3%
C#CCNC(=O)C1=C[C@@H](c2ccc(C#C)cc2)C[C@@H](OCc2ccc(CO)cc2)O1,0%,-10%,x,0,x,2%,5%,-8%,-2%
Cc1c(C(=O)CN2CCSCC2)c2ccccc2n1C,-5%,3%,-1.8,-4,4,22%,3%,0%[57.4 µM],0%
Cc1cc([N+](=O)[O-])ccc1NC(=O)c1csc(C)c1C,13%,0%,-0.9,1,6,-11%,-7%,-5%,1%
COC(=O)C1=C(C)N(Cc2ccc(C)cc2)C(=O)/C1=C\c1ccc(O)c(OC)c1,15%,-17%,x,37,x,u,1%,28µM*,u
COc1ccc(C2SCC(=O)N2c2ccc(C)cc2)cc1 (configuration not stated),-3%,2%,0.0,-10,15,-5%,-6%,1%,-5%
COc1ccc(OCC(O)CN2CCN(Cc3ccc4c(c3)OCO4)CC2)cc1 (configuration not stated),-5%,1%,-0.5,-2,0,6%,-3%,-8%,-1%
COc1ccc(CCNC(=O)c2cccc(-n3c(C)nc4cccnc43)c2)cc1OC,-1%,2%,-0.1,-1,x,-12%,3%,-30%,1%
CCC(C)NC(=O)C1c2ccccc2C(=O)N1Cc1ccc(F)cc1 (configuration not stated),2%,5%,-1.2,-4,20,-1%,-3%,4%,3%
C[C@H](NC(=O)c1nc[nH]c1C(=O)N1CCNCC1)C(=O)OCc1ccccc1,-4%,-4%,0.2,0,1,6%,-2%,-6%,-10%
CC(C)(C)C(=O)Nc1cccc(-c2ccc[nH]2)n1,1%,0%,x,19,x,10%,0%,0%,0%
O=C(Nc1nc2cc3c(cc2s1)OCCO3)c1ccc([N+](=O)[O-])o1,u,-10%,0.7,-3,37*,-14%,-8%,2%,-15%
CCOC(=O)/C(C#N)=C/c1ccc(SC)cc1,4%,-7%,-0.9,-10,0,-1%,-6%,-1%,-2%
CCC(C)C1NC(=S)N(C2CCCCC2)C1=O (configuration not stated),-2%,-9%,x,-3,x,0%,-17%,7%,3%
CN(Cc1ccccc1)C(=O)CCC(=O)N(C)Cc1ccccc1,-1%,-15%,-1.0,-3,-2,-40%,5%,481%[activator],0%
O=C1c2ccccc2NC(c2ccncc2)N1c1ccccn1 (configuration not stated),-2%,x,0.0,-5,7,-26%,1%,-4%,1%
Cn1nc(C(=O)OCC(=O)c2ccccc2)c2ccccc2c1=O,5%,3%,x,-1&3,x,-29%,4%[15.4 µM],-2%&-3%,2%
O=S(=O)(c1ccc(Cl)cc1)N1CCN(c2nc(-c3ccccc3)nc3ccccc23)CC1,-4%,x,x,-1&-1,x,12%,x,10%,-2%
CC(C)(C)c1csc(NC(=O)c2cccnc2)n1,8%,0%,-1.1,-4,13,-35%,-7%,11%,0%
O=C(NCCCN1CCOCC1)c1ccc2c(c1)N(Cc1cccc(Cl)c1)C(=O)CS2,0%,0%,-0.7,-8,-15,0%,0%,-11%,2%
O=C(NC1CCCc2ccccc21)c1cc(F)cc(F)c1 (configuration not stated),-2%,-5%,1.8,-2,9,2%,-2%,1%,9%
